# From PubChem
# Y pestis TopoI: inhibitors of Yersinia pestis topoisomerase I. Y. pestis Topo-I cleavage product accumulation, plate reader. activity, % at 10 µM. 360,000 compounds, 0.064% hits; in the data active = activity above about 50%, passing the limit was not always enough; inconclusive = no clear call, values can overlap the other calls; also: inactives centre near 2
# Vc quorum ag: quorum light induction in luxS cqsA deficient V. cholerae; V. cholerae BH1578 lux reporter, luminescence, 6 h; activation, % at 18.7 µM; 350,000 compounds, 0.16% hits; in the data active = activation mostly above about 9.7%, no sharp cut-off; inconclusive = no clear call, values can overlap the other calls; inactive = mostly below about 3.7%; also: not every result past the cut was called active; inactives centre near 0; reference of the scale not given here
# PrPC surface inh: reduces human prion protein on the cell surface | P04156 | cell surface PrPC, TR-FRET read-out | inhibition, % at 13.8 µM | 370,000 compounds, 0.43% hits | AID 720596; in the data active = inhibition above about 24%; also: 0% = median of the test wells and 100% = reference compound wells
# BoNT A protease: inhibitors of Botulinum neurotoxin A light chain protease; multiplex microsphere protease substrate cleavage, flow cytometry; inhibition, % at 10 µM; 360,000 compounds, 0.17% hits; also: plate controls were buffer without enzyme for full effect and enzyme alone for no effect
# 3CLpro inhibitor: SARS-CoV 3CLpro protease inhibition; recombinant SARS-CoV 3CLpro, quenched FRET peptide cleavage; AID 1706; inhibition, % at 6 µM; P0C6X7; 290,000 compounds, 0.14% hits; in the data active = inhibition above about 12%
# Anthrax LF inh2: anthrax lethal factor protease inhibition; 360,000 compounds, 0.12% hits; multiplex microsphere protease cleavage assay, LF; P15917; inhibition, % at 10 µM; also: plate controls were buffer without enzyme for full effect and enzyme alone for no effect
# TcdB GH inh: inhibitors of Clostridioides difficile toxin B glycohydrolase; P18177; TcdB glycohydrolase enzymatic assay, plate reader; inhibition, % at 9.99 µM; 350,000 compounds, 0.24% hits; in the data active = inhibition above about 10%
# Target sequence (P18177 whole entry, looked up): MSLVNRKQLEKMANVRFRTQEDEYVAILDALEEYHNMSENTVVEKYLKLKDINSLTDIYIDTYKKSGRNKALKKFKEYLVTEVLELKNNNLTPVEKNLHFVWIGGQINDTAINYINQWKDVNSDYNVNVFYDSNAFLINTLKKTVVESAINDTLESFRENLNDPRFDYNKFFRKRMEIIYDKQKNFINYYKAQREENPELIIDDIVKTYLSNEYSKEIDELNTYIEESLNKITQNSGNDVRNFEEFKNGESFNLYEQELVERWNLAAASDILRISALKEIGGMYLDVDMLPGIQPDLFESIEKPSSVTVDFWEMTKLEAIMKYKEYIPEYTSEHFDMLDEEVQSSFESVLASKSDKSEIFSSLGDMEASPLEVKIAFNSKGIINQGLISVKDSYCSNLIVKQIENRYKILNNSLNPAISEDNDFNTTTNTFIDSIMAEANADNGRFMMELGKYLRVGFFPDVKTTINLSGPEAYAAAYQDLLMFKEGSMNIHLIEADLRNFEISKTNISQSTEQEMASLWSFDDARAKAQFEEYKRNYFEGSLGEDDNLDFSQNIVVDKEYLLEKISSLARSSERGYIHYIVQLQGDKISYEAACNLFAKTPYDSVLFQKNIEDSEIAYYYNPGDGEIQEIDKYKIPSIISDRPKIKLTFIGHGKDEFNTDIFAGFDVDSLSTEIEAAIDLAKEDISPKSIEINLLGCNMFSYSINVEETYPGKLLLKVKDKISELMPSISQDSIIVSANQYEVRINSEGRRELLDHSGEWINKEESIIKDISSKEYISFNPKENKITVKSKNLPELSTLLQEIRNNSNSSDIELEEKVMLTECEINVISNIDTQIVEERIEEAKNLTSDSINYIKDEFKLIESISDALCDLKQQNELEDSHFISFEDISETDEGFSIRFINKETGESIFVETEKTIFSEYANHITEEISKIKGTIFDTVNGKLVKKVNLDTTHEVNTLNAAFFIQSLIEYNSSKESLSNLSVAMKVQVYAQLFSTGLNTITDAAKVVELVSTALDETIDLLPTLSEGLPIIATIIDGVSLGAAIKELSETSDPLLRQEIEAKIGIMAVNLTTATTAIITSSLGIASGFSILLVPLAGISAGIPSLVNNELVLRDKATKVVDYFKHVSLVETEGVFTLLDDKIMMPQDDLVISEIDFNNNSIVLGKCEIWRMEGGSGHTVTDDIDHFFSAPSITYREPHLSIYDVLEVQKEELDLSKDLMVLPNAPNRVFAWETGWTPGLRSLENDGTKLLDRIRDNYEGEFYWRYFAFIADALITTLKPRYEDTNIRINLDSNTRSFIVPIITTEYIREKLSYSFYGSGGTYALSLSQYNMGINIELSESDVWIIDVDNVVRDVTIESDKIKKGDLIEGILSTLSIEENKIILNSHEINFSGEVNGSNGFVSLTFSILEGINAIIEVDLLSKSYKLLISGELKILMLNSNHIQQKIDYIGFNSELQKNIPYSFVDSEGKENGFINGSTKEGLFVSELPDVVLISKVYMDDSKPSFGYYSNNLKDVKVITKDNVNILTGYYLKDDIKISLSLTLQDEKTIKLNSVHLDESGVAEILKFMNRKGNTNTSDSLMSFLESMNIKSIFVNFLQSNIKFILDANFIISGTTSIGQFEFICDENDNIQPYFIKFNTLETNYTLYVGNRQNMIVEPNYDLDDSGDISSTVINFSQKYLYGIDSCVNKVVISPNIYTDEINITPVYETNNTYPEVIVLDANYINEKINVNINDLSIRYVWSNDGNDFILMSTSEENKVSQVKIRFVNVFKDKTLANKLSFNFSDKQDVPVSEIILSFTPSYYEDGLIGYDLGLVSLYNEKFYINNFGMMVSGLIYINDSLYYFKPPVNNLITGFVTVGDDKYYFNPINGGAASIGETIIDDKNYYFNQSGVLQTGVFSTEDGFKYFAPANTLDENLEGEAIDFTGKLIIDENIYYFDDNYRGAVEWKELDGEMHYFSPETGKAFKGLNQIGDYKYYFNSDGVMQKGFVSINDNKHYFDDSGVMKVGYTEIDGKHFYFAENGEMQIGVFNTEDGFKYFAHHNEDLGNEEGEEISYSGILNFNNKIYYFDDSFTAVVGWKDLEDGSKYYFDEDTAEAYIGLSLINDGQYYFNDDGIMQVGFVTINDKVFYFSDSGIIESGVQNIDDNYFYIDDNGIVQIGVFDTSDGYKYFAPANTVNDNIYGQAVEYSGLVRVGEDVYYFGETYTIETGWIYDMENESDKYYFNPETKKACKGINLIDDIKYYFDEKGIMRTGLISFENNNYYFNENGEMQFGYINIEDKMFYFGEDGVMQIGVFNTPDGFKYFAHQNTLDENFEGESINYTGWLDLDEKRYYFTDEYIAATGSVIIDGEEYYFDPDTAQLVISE
# PfHsp40 yeast: restores yeast growth despite PfHsp40 toxicity; growth rescue, % at 12.5 µM; 340,000 compounds, 0.68% hits; S. cerevisiae expressing PfHsp40, growth rescue, ATP luminescence; in the data active = growth rescue above about 28%, passing the limit was not always enough; inconclusive = no clear call, values can overlap the other calls;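 also: yeast W303a lacking pdr1 and pdr3 grown in galactose medium; growth measured after three days at 30 °C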
# PriA SSB inh: inhibitors of Klebsiella pneumoniae PriA binding to SSB C-terminal tail. AlphaScreen SSBct-PriA binding, biotinylated peptide. inhibition, % at 33 µM. 430,000 compounds, 0.6% hits. AID 1272365; in the data active = inhibition mostly above about 37%, no sharp cut-off; inactive = mostly below about 20%;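 also: plate controls were negative control peptide for no effect and reference peptide for full effect; strong numbers were not always called active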
# The depositor's hits bear a star; i = inactive; ? = inconclusive; . = not tested or not shown; & = joins results of further samples. Rule as the data show it, unless noted: active = inhibition above about 30%; inconclusive = no clear call, values can overlap the other calls; inactive = below that.
SMILES,Y pestis TopoI,Vc quorum ag,PrPC surface inh,BoNT A protease,3CLpro inhibitor,Anthrax LF inh2,TcdB GH inh,PfHsp40 yeast,PriA SSB inh
Fc1ccc(CSc2nnc(-c3cnccn3)n2Cc2ccco2)cc1,12.8,1.8,-2.7,-2.6,5.6,1.3,.,0.3,7.9
Cc1cc2nc(-c3ccc(Cl)cc3)c(Cc3ccsc3)n2c(C)c1Br,.,.,-2.3,1.7,.,3.0,0.2,.,.
COc1ccc(Cl)cc1N(C(=O)c1ccco1)C(C(=O)NC1CCCC1)c1cccnc1 (stereo not drawn),2.8,-3.1,5.2,2.0,-4.0,10.7,-0.2,0.6,-3.8
O=C1NCN(c2ccccc2)C12CCN(C(CCc1ccccc1)c1nnnn1Cc1ccccc1)CC2 (stereo not drawn),.,.,-4.0,0.0,.,-2.3,-0.1,.,.
Cc1cc(Cl)c2oc(C(=O)N(C)CCCN3CCOCC3)c(C)c2c1,10.2,i,-0.7,0.5,9.3,-4.5,0.7,0.0,0.8
CCCCC(=O)Nc1nc2ccc3nc(C)sc3c2s1,-5.1,-0.4,-1.7,-0.6,-2.3,0.5,0.5,0.5,-14.0&-3.0
COc1cc(S(=O)(=O)NCc2ccncc2)c(OC)cc1Cl,-3.9,-0.6,0.0,0.1,-0.2,-0.9,-0.3,0.2,-2.3
CCOc1cc(C(=O)NCCC(=O)N2CCC3(CC2)NCCc2[nH]cnc23)cc(OCC)c1OCC,-0.5,-2.9,-2.8,-0.3,-0.5,-1.0,1.8,-0.6,-7.1
CCN1CCN(c2cc(C)c3cc(NC(=O)c4cccs4)ccc3n2)CC1,-10.6,i,-0.5,-0.4,-6.5,-4.0,2.8,0.1,-2.6
COc1cccc(C(=O)Cn2c(NCCCO)nc3ccccc32)c1,2.7,-0.4,8.2,-3.3,0.3,-2.1,1.2,0.0,-10.1
C=CCn1c(-c2ccc3[nH]c(C)c(C)c3c2)n[nH]c1=S,0.6,i,2.3,-1.3,3.8,-7.5,.,0.3,9.5
CCc1ccc(C(=O)COC(=O)c2n[nH]c3ccccc23)cc1,27.9,-0.2,4.4,-1.4,2.3,4.4,-0.8,0.4,-2.7
Cn1nc(CC(=O)NC2CCCCCC2)c2ccccc2c1=O,11.6,-0.2,18.2,-0.5,0.7,-7.2,1.4,0.1,-10.1
O=C(COC(=O)c1cc(S(=O)(=O)N2CCOCC2)ccc1Cl)Nc1ccccc1Cl,20.6,i,10.0,0.5,.,3.9,1.5,1.1,-8.3
Cc1ccc(-c2n[nH]c(=S)n2/N=C/c2cc3c(cc2[N+](=O)[O-])OCO3)cc1,11.0,i,0.2,1.5,-2.3,-4.2,.,-0.9,.
O=C(Nc1cccc(Cl)c1)ON1CCCCC1,7.8,-0.6,-5.2,-0.3,.,-5.1,-1.3,.,.
C/C(=N\OC(=O)Nc1ccccc1)c1cnn(-c2cc(C(F)(F)F)cc(C)n2)c1C,1.7,-0.7,-0.4,?,8.4,-17.9,0.8,-0.8,.
O=C(CCc1nc(-c2ccccc2F)no1)Nc1cccnc1,7.8,-1.7,-2.4,26.2,1.6,-3.7,-1.1,-1.2,11.0
COC(=O)c1ccc(OCC(O)CNC2CCCC2)cc1 (stereo not drawn),-1.0,-0.7,1.9,-0.4,-2.9,-2.4,1.0,0.5,-1.6
Cc1cc2ccccn2c1C(=S)NC(=O)c1ccccc1,-1.0,3.8,6.9,1.7,3.2,-2.4,-1.1,0.3,73.2
CCC1Sc2ccccc2N(CC(=O)NCc2ccc3c(c2)OCO3)C1=O (stereo not drawn),5.2,i,-0.5,0.4,0.8,0.5,.,1.1,-1.6
O=C(Nc1cccc(-n2cnnn2)c1)c1cc(Cl)ccc1Cl,-1.4,-3.8,-8.1,-0.5,5.4,-2.0,0.4,-1.1,2.0
NC1=NC[C@H](Cc2ccc(O)cc2)N1CCc1cccc2ccccc12,-9.8,i,-0.5,0.9,.,-4.0,1.0,0.2,18.0
CNC(=O)COC(=O)/C=C/c1cccs1,-0.7,-0.2,-3.5,-0.4,3.7,-2.3,1.3,-1.5,5.1
O=C(Nc1ccn(Cc2ccccc2F)n1)c1ccc(COc2ccccc2Cl)cc1,12.5,-3.2,41.6*,1.4,6.7,-2.6,.,0.4,-2.0
# (list continues)
SMILES,Y pestis TopoI,Vc quorum ag,PrPC surface inh,BoNT A protease,3CLpro inhibitor,Anthrax LF inh2,TcdB GH inh,PfHsp40 yeast,PriA SSB inh
c1cc(-c2nn[nH]n2)ccc1CN1CCCCC1,-5.8,i,2.0,0.1,1.0,-3.4,.,0.6,26.1
Cc1ccn2c(NC3CCCC3)c(-c3ccncc3)nc2c1,16.3,0.9,-3.1,0.3,-6.2,9.5,-3.8,2.8,-15.0
COc1cccc(NC(=O)CCCn2c(=O)[nH]c3ccccc3c2=O)c1,-0.6,7.5,0.6,-0.5,1.0,-3.4,.,-1.0,-3.6
CC1(C)C(/C=C/C=C/C=C/C=C2\N(CCCCS(=O)(=O)O)c3ccc4ccccc4c3C2(C)C)=[N+](CCCCS(=O)(=O)[O-])c2ccc3ccccc3c21,43.3,i,.,-1.2,.,-23.4,.,24.9,75.1*
COc1cccc(C2C(C#N)=C(N)N(N(C)C)C3=C2C(=O)CCC3)c1 (stereo not drawn),3.1,-0.6,-6.9,0.6,-0.8,2.5,-1.1,-0.8,-8.9
CC1CC(C)(C)Nc2ccc(OC(=O)c3ccco3)cc21 (stereo not drawn),1.6,.,3.4,-0.1,-4.8,5.1,.,1.5,9.9
Cc1cccc(OCc2ccc(C(=O)Nc3ccc(F)cc3)cc2)c1,-9.5,-0.1,18.9,-0.7,1.2,1.3,.,0.7,2.5
CNc1ccc(/C=C/C(=O)c2cccc3ccccc23)cc1[N+](=O)[O-],-1.3,-0.3,-0.4,-0.3,-1.4,-2.5,-2.7,-0.4,2.6
CCOC(=O)N1CCC(Nc2c(NCCCN(CC)Cc3ccccc3)c(=O)c2=O)CC1,5.3&2.8,3.4&-0.3,3.7&8.7,0.0&-0.3,-2.7,5.4&2.0,-4.0&-0.2,6.0&0.4,-2.8&-5.4
COC(=O)Nc1nnc(COc2ccccc2)s1,4.0,-0.6,5.5,1.3,-0.8,?,0.8,.,-9.3
CCCCNC(=O)N1CCN(S(C)(=O)=O)CC1,7.2,-0.4,-1.5,-0.5,4.0,-1.4,1.1,-0.5,-11.4
COc1ccc2c(c1)CC/C2=N\OC(=O)c1ccccc1OC,14.5,i,-1.7,-0.8,4.5,1.5,1.6,-0.6,.
CC(=O)NCCNc1nc2cc(-c3cccc(C(F)(F)F)c3)sc2c(=O)n1C,5.3,-0.1,-14.3,-0.2,.,-2.6,1.1,.,.
COc1ccc(CCCN2CCC(CN3C(=S)NC[C@@H]3Cc3ccccc3)CC2)cc1OC,12.5,-1.4,-15.0,-0.7,.,-2.6,-0.1,-1.7,13.3
O=C(COC(=O)CN1C(=O)NC2(CCCC2)C1=O)Nc1c(Cl)cccc1C(F)(F)F,-0.7,i,7.0,.,.,.,0.5,-1.4,-5.1
CCOc1ccc(-c2nnc(SCC(=O)Nc3cc(C)on3)o2)cc1,-8.6,i,4.8,-0.2,-2.7,-0.4,0.3,?,-31.0&-9.6
O=C(NCCc1ccccc1)c1cccc(N2C(=O)C3CC=CCC3C2=O)c1 (stereo not drawn),-2.4,-0.3,5.5,0.0,0.6,-0.8,2.7,1.8,2.7
NC(=O)SCC(=O)Nc1ccc(Cl)cc1,-7.0,-5.0,1.3,.,0.9,.,.,-0.7,-30.8
Cc1ccc(NC(=O)CN(C)C(=O)c2cn(Cc3ccccc3)nc2-c2cccnc2)cc1,9.7,i,2.4,3.7,.,-0.9,0.5,-0.2,9.9
O=C(c1ccccc1Cl)N1CCN(S(=O)(=O)c2cccs2)CC1,-1.4,4.3,3.3,1.0,4.4,3.2,2.2,0.0,2.0
COc1ccc(N=C/C=C2/C=C(c3ccccc3)OC(C)(C)O2)cc1,-7.2,-0.2,-1.7,0.7,-1.0,-0.7,0.4,-0.3,-10.0
O=C(NCc1ccccc1)c1cccc2c(-c3ccc(F)c(F)c3)coc12,?,-0.4,.,0.1,.,0.5,.,.,.
O=c1[nH]c(/C=C/c2ccc(Cl)cc2Cl)c([N+](=O)[O-])c(=O)[nH]1,-2.5,i,-10.1,1.5,-0.5,-8.3,-0.8,0.0,-9.1
O=C(c1ccccc1F)N1CCC(O)(c2cccnc2)CC1,3.8,10.0,3.6,-1.1,-7.4,-0.4,.,0.8,4.2
CCCC(=O)c1cc(CP(=O)(OCC)OCC)oc1C,-2.6,i,4.4,0.6,-2.3,1.5,-0.4,.,-7.6

# Quoted at random: 2 entries already listed, in no set order.
SMILES,Y pestis TopoI,Vc quorum ag,PrPC surface inh,BoNT A protease,3CLpro inhibitor,Anthrax LF inh2,TcdB GH inh,PfHsp40 yeast,PriA SSB inh
Cc1ccc(NC(=O)CN(C)C(=O)c2cn(Cc3ccccc3)nc2-c2cccnc2)cc1,9.7,i,2.4,3.7,.,-0.9,0.5,-0.2,9.9
CNC(=O)COC(=O)/C=C/c1cccs1,-0.7,-0.2,-3.5,-0.4,3.7,-2.3,1.3,-1.5,5.1

# (more compounds)
SMILES,Y pestis TopoI,Vc quorum ag,PrPC surface inh,BoNT A protease,3CLpro inhibitor,Anthrax LF inh2,TcdB GH inh,PfHsp40 yeast,PriA SSB inh
COc1ccc(NC(=O)c2nc[nH]c2C(=O)N(C)CCO)cc1,0.7,0.0,3.1,-0.8,.,-5.1,-0.3,.,.
COc1ccc(NC(=O)CCC(=O)Nc2nnc(CC(C)C)s2)cc1Cl,-6.6,-0.6,0.1,-1.0,0.1,-3.9,-0.3,-1.0,2.9
Cc1cc2oc(=O)cc(CN3CCOCC3)c2cc1Cl,-2.6,2.1,1.8,0.2,-3.3,1.1,0.3,-0.5,-9.5
COc1ccc2cc(C(=O)NC3CCCCC3)c(=O)oc2c1,-5.2,i,-5.2,1.4,2.3,6.8,.,-1.2,-12.9
COCCNS(=O)(=O)c1cc(C)c(C)cc1C,-0.3,-0.2,-4.0,0.2,0.2,0.2,1.3,0.0,-3.9
CCOc1ccccc1N(C(=O)CNC(=O)c1ccco1)C(C(=O)NC1CCCC1)c1ccncc1 (stereo not drawn),3.8,-0.2,-13.8,1.9,2.4,8.0,0.8,-0.1,-16.4
CC1(C)CC(=O)C(N=Nc2ccc(Br)cc2)=C(O)C1,-7.0,-0.3,14.2,.,-4.4,.,1.1,.,0.8
COc1ccc(CC(=O)NCC(=O)N/N=C/c2sccc2C)cc1,12.3,i,-6.8,-0.1,0.5,-6.1,0.3,-1.8,.
CCN1C(=O)[C@H]2[C@H]3CN=C(SCC(=O)c4ccccc4)N3[C@@](C)(C(=O)OC)[C@H]2C1=O,5.9,0.2,-4.0,0.3,.,2.9,0.5,0.2,0.2
COc1ccc(CC(=O)Oc2ccc(C#N)cc2)cc1,2.4,-0.6,-0.9,-2.1,6.7,10.9,1.6,0.0,-3.7
N#C/C(=C/c1cccc([N+](=O)[O-])c1)c1nnc2n1CCCCC2,1.1,-0.3,-8.8,-0.6,-0.6,-1.4,.,-1.1,-6.4
O=C1CC2(CCN(C(=O)c3ccc(Br)cc3)CC2)Oc2ccccc21,11.1,-1.2,-5.5,-4.7,.,-5.4,1.0,-1.1,-4.2
CC(=O)Nc1ccc(NC(=O)c2ccc(-c3ccccc3Cl)o2)cc1,7.4,-1.8,0.0,3.3,.,?,1.0,-0.9,3.5&-13.0
CN1CCN(CCCNCc2cn(CCC#N)c3ccccc23)CC1,-6.6,1.2,5.1,-1.0,-4.0,-8.2,0.2,-0.9,16.1
O=C(N/N=C/c1ccc(Br)s1)c1ccccn1,0.2,i,-17.4,-0.2,-1.0,-1.0,.,2.8,.
O=C1CCSc2ccc(Cl)cc2N1Cc1cccc(Cl)c1,7.5,i,9.1,-0.6,1.9,-2.4,.,-0.5,-36.7
CN(C)S(=O)(=O)c1ccc(N2CCCC2)c(C(=O)NCC2CCCCC2)c1,8.3,.,0.7,0.4,-2.5,-4.1,0.6,0.2,-9.9
CC(C)(C)c1ccc(S(=O)(=O)NCc2ccc(C(=O)N3CCOCC3)cc2)cc1,-8.1,-1.0,-2.2,-0.3,-1.2,-4.8,.,0.2,3.2&-8.0

# The list is partial; the hit share may differ from the screen's.
